Bioassay records from PubChem BioAssay.
EZH2 inh – inhibitors of human EZH2/PRC2 methyltransferase | PRC2 H3K27 methylation, DELFIA TRF, 1 h | inhibition, % at 12.5 µM | 0.35% of 57,000 active;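 active = mean inhibition of replicates at least 50% and every single replicate also reaching 50%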;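 note: dimethyl H3K27 on biotinylated H3 21-44 peptide detected by antibody; plate controls were median neutral control wells for no effect and median positive control wells for full effect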
Target sequence (Q15910 whole entry, looked up): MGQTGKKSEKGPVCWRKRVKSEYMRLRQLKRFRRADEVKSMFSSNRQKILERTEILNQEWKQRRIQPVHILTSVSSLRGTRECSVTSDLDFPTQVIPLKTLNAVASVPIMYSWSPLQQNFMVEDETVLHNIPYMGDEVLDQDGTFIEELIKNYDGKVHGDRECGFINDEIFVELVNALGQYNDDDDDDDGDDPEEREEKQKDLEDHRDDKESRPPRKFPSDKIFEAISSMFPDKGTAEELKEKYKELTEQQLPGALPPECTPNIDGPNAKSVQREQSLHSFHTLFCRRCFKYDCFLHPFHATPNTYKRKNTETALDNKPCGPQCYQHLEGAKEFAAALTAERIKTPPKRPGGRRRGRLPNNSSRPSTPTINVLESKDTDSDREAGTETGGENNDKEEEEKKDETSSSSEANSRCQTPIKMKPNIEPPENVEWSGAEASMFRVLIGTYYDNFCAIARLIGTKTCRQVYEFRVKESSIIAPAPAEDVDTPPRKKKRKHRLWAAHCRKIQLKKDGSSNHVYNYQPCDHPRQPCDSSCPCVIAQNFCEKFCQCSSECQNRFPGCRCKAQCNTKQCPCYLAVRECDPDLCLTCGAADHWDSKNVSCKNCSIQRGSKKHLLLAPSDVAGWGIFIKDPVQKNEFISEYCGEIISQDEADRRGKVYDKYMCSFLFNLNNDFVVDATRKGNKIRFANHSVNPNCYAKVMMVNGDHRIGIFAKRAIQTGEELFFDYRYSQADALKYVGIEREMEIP
IDH1 mut inh – IDH1 R132H (human) inhibition. O75874. IDH1 R132H reductase, diaphorase/resazurin fluorescence, 60 min. inhibition, % at 10 µM. 0.18% of 70,000 active. AID 624101; in the data active = inhibition above about 34%;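 note: 0% = DMSO and 100% = no enzyme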
An asterisk follows results filed as active; / = no result given. A portion of the library. The share of hits here may be higher or lower than overall.

Order of results: EZH2 inh | IDH1 mut inh
C=C(CCCCCCCC(=O)O)C(=O)O
    -1.5 | 0.6
Cc1ccc(-c2csc3ncnc(SCC(=O)Nc4ccc(N(C)C)cc4)c23)cc1
    -0.9 | 0.3
CC(C)CC#Cc1ccc2c(c1)O[C@@H](CN(C)C(=O)Cc1cccnc1)[C@H](C)CN([C@H](C)CO)S2(=O)=O
    -10.5 | 37.7*
O=C(NC1CCCCC1)N[C@@H]1C=C[C@@H](CC(=O)N2CCOCC2)O[C@H]1CO
    -4.8 | -0.1
C[C@H]1CN([C@@H](C)CO)C(=O)Cc2cc(N(C)C)ccc2O[C@H]1CN(C)S(=O)(=O)c1ccc(F)cc1
    / | -1.3
Cc1ccc(S(=O)(=O)N(C)C[C@@H]2Oc3ccc(NC(=O)NC4CCCCC4)cc3C(=O)N([C@@H](C)CO)C[C@@H]2C)cc1
    -9.4 | 0.0
C[C@@H]1CN([C@@H](C)CO)S(=O)(=O)c2ccc(C#Cc3ccccc3F)cc2O[C@@H]1CN(C)C(=O)Cc1cccnc1
    / | 8.6
CC(C)NC(=O)Nc1ccc2c(c1)C(=O)N([C@H](C)CO)C[C@@H](C)[C@@H](CN(C)C(=O)Nc1ccc(F)cc1)O2
    8.2 | -0.2
C[C@@H]1CCCCO[C@@H](CN(C)Cc2ccncc2)[C@@H](C)CN([C@H](C)CO)C(=O)c2cc(N(C)C)ccc2O1
    -1.8 | 0.9
C[C@H](O)C#Cc1cnc2c(c1)C(=O)N([C@H](C)CO)C[C@H](C)[C@@H](CN(C)CC1CCCCC1)O2
    -5.7 | 0.5

More structures:
Order of results: EZH2 inh | IDH1 mut inh
CC(C)(C)c1nc2scc(-c3ccc(Cl)cc3)n2n1
    13.3 | 1.4
C[C@]12C[C@@H](O)[C@@H]3C[C@@]1(O[C@@H]1O[C@H](CO)[C@@H](O)[C@H](O)[C@H]1O)[C@]3(COC(=O)c1ccccc1)C(=O)O2
    / | 0.0
COc1ccc(S(=O)(=O)Nc2cccc3c2O[C@H](CN(C)Cc2ccncc2)[C@H](C)CN([C@H](C)CO)C3=O)cc1
    / | 1.5
C/C=C/c1ccc2c(c1)O[C@H](CN(C)C(=O)Nc1ccc(OC)cc1)[C@@H](C)CN([C@@H](C)CO)S2(=O)=O
    -10.1 | -7.1
O=C(NC1CCCCC1)N[C@@H]1CC[C@H](CCNS(=O)(=O)c2ccc(F)cc2)O[C@@H]1CO
    -7.8 | 0.1
COc1ccc(NC(=O)c2ccc(Cn3cc(Br)cn3)cc2)cc1OC
    / | 1.5
CN1CCN(C(=O)C2=C[C@@H](c3coc4ccccc4c3=O)C[C@@H](OCCCCO)O2)CC1
    21.6 | /
C[C@@H]1CN([C@@H](C)CO)C(=O)c2cc(NC(=O)Nc3ccc4c(c3)OCO4)ccc2O[C@@H](C)CCCCO[C@H]1CN(C)CC1CCCCC1
    / | -1.1
COc1ccc(S(=O)(=O)N(C)C[C@H]2OCCCC[C@H](C)Oc3ccc(NS(=O)(=O)c4ccccc4)cc3C(=O)N([C@H](C)CO)C[C@@H]2C)cc1
    / | 0.8
COCCNC(=O)C[C@H]1CC[C@@H](NC(=O)NC2CCCC2)[C@@H](CO)O1
    -11.1 | 0.5

The results go on:
Order of results: EZH2 inh | IDH1 mut inh
CO[C@@H](CN(C)S(=O)(=O)c1ccc(Cl)cc1)[C@H](C)CN(Cc1ccccc1Cl)[C@@H](C)CO
    26.0 | -0.9
C[C@@H]1CN([C@@H](C)CO)C(=O)c2cc(-c3ccccc3F)cnc2O[C@@H]1CN(C)Cc1ccccc1
    -3.9 | -0.6
COc1cc(C)c2c(c1C=O)Oc1c(c(C)c(O)c3c1C(O)OC3=O)OC2=O (stereo not given)
    / | -0.2
C[C@@H]1CN([C@@H](C)CO)C(=O)c2cc(NC(=O)Nc3ccc(C(F)(F)F)cc3)ccc2O[C@@H]1CN(C)C(=O)Nc1ccccc1
    / | 1.2
Cc1cccc(S(=O)(=O)N(C)C[C@@H]2OCc3cnnn3CCCC(=O)N([C@@H](C)CO)C[C@H]2C)c1
    / | -0.7
CO[C@@H]1CN(C)C(=O)c2cc(NC(C)=O)ccc2OC[C@H](C)N(C(=O)c2ccccc2)C[C@@H]1C
    8.7 | 0.3
CC(=O)[C@H]1[C@H](C#N)C[C@H]2[C@@H]3CC=C4C[C@@H](O)CC[C@]4(C)[C@H]3CC[C@@]21C
    -9.8 | -0.9
COc1cccc(NC(=O)N(C)C[C@H]2Oc3cc(-c4ccccc4OC)ccc3S(=O)(=O)N([C@@H](C)CO)C[C@@H]2C)c1
    -2.3 | /
C[C@H]1CN([C@@H](C)CO)C(=O)c2c(c3ccccc3n2C)-c2ccccc2CO[C@H]1CN(C)C(=O)Nc1ccc2c(c1)OCO2
    -0.7 | /
[N-]=[N+]=NCc1ccccc1C[C@]1(C(=O)NCc2ccccc2)COC(c2ccc(OCCCO)cc2)=N1
    23.4 | /

Carrying on.
Order of results: EZH2 inh | IDH1 mut inh
Cc1ccc(S(=O)(=O)N2CCCC(C(=O)NCc3ccccn3)C2)cc1 (stereo not given)
    / | -0.8
COC(=O)C[C@H]1C(C)(C)C(=O)[C@@H]2CC3=C4CC(=O)O[C@@H](c5ccoc5)[C@]4(C)CCC3[C@@]1(C)C2=O (stereo not given in full)
    / | -0.2
O=C(CCN1C(=O)c2ccccc2C1=O)Nc1ccc(-c2nc3ccccc3[nH]2)cc1
    / | 2.0
C[C@@H]1CN([C@H](C)CO)C(=O)CCCn2cc(nn2)CO[C@@H]1CN(C)S(=O)(=O)c1ccc(C#N)cc1
    / | 1.3
O=C(CSc1nc(Nc2ccccc2)nc(N2CCOCC2)n1)N1CCCC1
    6.9 | -0.1
O=C(CSc1nnnn1-c1ccc(O)cc1)Nc1ccc(F)cc1
    7.7 | 0.4
CCCNC(=O)N[C@@H]1CC[C@@H](CCn2cc(-c3cccc(F)c3)nn2)O[C@@H]1CO
    6.6 | -0.3
C[C@@H]1CN([C@H](C)CO)C(=O)c2cc(N(C)C)ccc2O[C@@H]1CN(C)S(=O)(=O)c1ccc(F)cc1
    -5.4 | -2.4
CO[C@H]1CN(C)C(=O)c2cc(NC(=O)NC3CCCCC3)ccc2OC[C@@H](C)N(C(C)=O)C[C@H]1C
    0.9 | 0.2
CCCC(=O)Nc1ccc2c(c1)C(=O)N(C)C[C@H](OC)[C@H](C)CN(C(=O)c1ccccn1)[C@@H](C)CO2
    2.2 | 0.1

Next records follow:
smiles	EZH2 inh	IDH1 mut inh
CCOc1cc(C2c3c(oc4ccc(F)cc4c3=O)C(=O)N2CCc2ccc(OC)cc2)ccc1O (stereo not given)	9.5	-0.2
O=C(NCc1ccco1)C1CCCN(S(=O)(=O)c2ccccc2)C1 (stereo not given)	-10.9	1.0
O=C(C[C@H]1C[C@@H]2c3cc(NC(=O)C4CCC4)ccc3O[C@@H]2[C@H](CO)O1)NCc1ccc2c(c1)OCO2	5.5	0.0
C[C@@H]1CCCCO[C@@H](CN(C)C(=O)C2CCCCC2)[C@H](C)CN([C@@H](C)CO)C(=O)c2cc(NC(=O)Nc3ccc(F)cc3)ccc2O1	/	2.8
CC(C)NC(=O)Nc1ccc2c(c1)C(=O)N([C@@H](C)CO)C[C@@H](C)[C@@H](CN(C)C(=O)CCCN(C)C)OCCCC[C@@H](C)O2	7.0	2.2
C=CCn1c(SCc2csc(C)n2)nc2sc(C)c(C)c2c1=O	24.7	0.0
COc1cc(NC(=O)CN(C)S(=O)(=O)c2ccc3ccccc3c2)cc(OC)c1	8.6	-1.1
CCC(=O)N(C)C[C@@H]1Oc2ncc(-c3cccc(OC)c3)cc2C(=O)N([C@@H](C)CO)C[C@@H]1C	/	-0.3
CCOC(=O)CSc1nc(C)cc(=O)[nH]1	10.4	0.1
COc1ccccc1C#Cc1ccc2c(c1)O[C@@H](CN(C)C)[C@@H](C)CN([C@@H](C)CO)S2(=O)=O	-16.8	-0.2
C[C@@H]1CN([C@H](C)CO)S(=O)(=O)c2ccc(C#CC3(O)CCCC3)cc2O[C@H]1CN(C)C	-9.9	-0.8
C[C@H]1CN([C@@H](C)CO)C(=O)c2cc(C#CCc3ccccc3)cnc2O[C@H]1CN(C)C(=O)C1CC1	-4.9	0.2

(list continues)
smiles	EZH2 inh	IDH1 mut inh
COCC(=O)N1C[C@H](C)[C@@H](OC)CN(C)C(=O)c2ccc(NC(=O)C3CCC3)cc2OC[C@H]1C	8.3	-0.4
C[C@@H]1CCCCO[C@H](CN(C)Cc2ccc(C(F)(F)F)cc2)[C@@H](C)CN([C@@H](C)CO)C(=O)c2cc(NS(C)(=O)=O)ccc2O1	/	-0.4
CC(C)C#Cc1ccc2c(c1)O[C@@H](CN(C)CC1CC1)[C@@H](C)CN([C@H](C)CO)S2(=O)=O	-18.6	0.0
COc1cccc(S(=O)(=O)N[C@@H]2C=C[C@@H](CC(=O)NCc3ccncc3)O[C@@H]2CO)c1	-0.7	0.1
C[C@H](CO)N1C[C@H](C)[C@H](CN(C)Cc2ccncc2)Oc2ccc(NS(=O)(=O)c3ccc(F)cc3)cc2C1=O	-1.7	18.9
CS(=O)CCC(NS(=O)(=O)c1ccccc1)C(=O)O (stereo not given)	-20.0	1.0
N#Cc1c(C(F)(F)F)cc(-c2ccccc2)nc1SCC(=O)Nc1ccccc1C(F)(F)F	5.2	0.6
CCOc1cc(C)c(S(=O)(=O)NCc2cccnc2)cc1C	-4.0	0.3
CO[C@@H]1CN(C)C(=O)c2ccc(NS(C)(=O)=O)cc2OC[C@@H](C)N(C(=O)C2CCC2)C[C@@H]1C	-8.8	0.0
COc1ccc(CN(C)C[C@H]2Oc3ccc(N(C)C)cc3CC(=O)N([C@@H](C)CO)C[C@@H]2C)cc1	2.0	0.1
COc1ccccc1NC(=O)CSc1ncnc2scc(-c3ccccc3)c12	0.9	0.4
C[C@@H]1CCCCO[C@H](CN(C)CC2CCCCC2)[C@@H](C)CN([C@H](C)CO)C(=O)c2cc(NS(=O)(=O)c3cccs3)ccc2O1	/	2.3

Next section.
smiles	EZH2 inh	IDH1 mut inh
CC1(C)Oc2ccc(C#N)cc2[C@@H](OC2=CC(=O)CC2)[C@@H]1O	-12.3	-0.6
CO[C@H]1CN(C)C(=O)c2cc(NC(=O)C3CC3)ccc2OC[C@@H](C)N(C(=O)c2ccccc2)C[C@H]1C	-6.9	-0.2
CC(C)CC#Cc1cnc2c(c1)C(=O)N([C@@H](C)CO)C[C@@H](C)[C@@H](CN(C)Cc1ccccc1F)O2	/	-1.5
C[C@@H]1CN([C@H](C)CO)C(=O)c2cc(C#CC(C)(C)O)cnc2O[C@H]1CN(C)Cc1cncnc1	4.1	-1.0
COCC(=O)N(C)C[C@H]1Oc2cc(C#C[C@@H](C)O)ccc2S(=O)(=O)N([C@H](C)CO)C[C@H]1C	-10.4	/
O=C(NO)c1ccc(C(=O)N/N=C/c2cccc3ccccc23)cc1	-19.6	/
C[C@@H]1CN([C@@H](C)CO)C(=O)c2cc(-c3ccc(C#N)cc3)cnc2O[C@@H]1CN(C)C(=O)CC1CC1	-19.6	0.2
O=C(C[C@@H]1C=C[C@@H](NC(=O)c2cccc(F)c2)[C@@H](CO)O1)Nc1nccs1	-5.4	-0.2
COc1cccc(CNC(=O)C[C@@H]2C=C[C@@H](NC(=O)C3CC3)[C@@H](CO)O2)c1	-1.2	-0.1
CO[C@@H]1CN(C)C(=O)c2cc(NC(C)=O)ccc2OC[C@@H](C)N(C(=O)c2ccccn2)C[C@@H]1C	1.2	0.1
C[C@@H]1CCCCO[C@H](CN(C)Cc2ccc(Cl)c(Cl)c2)[C@@H](C)CN([C@H](C)CO)C(=O)c2cc(NC(=O)NC3CCCCC3)ccc2O1	/	1.7
C[C@H](CO)N1C[C@H](C)[C@@H](CN(C)C(=O)Nc2ccc(N3CCCCC3)cc2)OCc2cn(nn2)CCCC1=O	0.0	-6.1

New compounds follow
smiles	EZH2 inh	IDH1 mut inh
COCCNC(=O)C[C@H]1C[C@@H]2c3cc(NC(=O)Nc4ccc(F)cc4)ccc3O[C@@H]2[C@@H](CO)O1	13.1	1.0
O=C(C[C@@H]1C[C@H]2c3cc(NC(=O)NC4CCCC4)ccc3O[C@H]2[C@H](CO)O1)NCCc1ccccc1	-3.6	-1.2
CO[C@@H]1CN(C)C(=O)c2cc(NC(=O)C3CC3)ccc2OC[C@H](C)N(CC2CCCC2)C[C@H]1C	-17.1	0.1
Cc1ccc(S(=O)(=O)NCC[C@@H]2CC[C@H](NC(=O)NC(C)C)[C@@H](CO)O2)cc1	-32.4	-0.3
CC(=O)c1cccc(NC(=O)CSC2=NCCS2)c1	-7.7	0.0
